High-throughput results as filed in PubChem BioAssay.
TDP1 inh – inhibitors of human tyrosyl-DNA phosphodiesterase TDP1 | AID 485290 | Potency, µM (doses to about 130 µM), without a hit: top-dose activity change, negative = inhibition, actives largely listed as inhibitors | 350,000 tested, 0.28% active | Q9NUW8 | recombinant TDP1, AlphaScreen DNA substrate cleavage; note: nearly all actives have a fitted effect of over 40% in size
Target sequence (Q9NUW8 whole entry, looked up): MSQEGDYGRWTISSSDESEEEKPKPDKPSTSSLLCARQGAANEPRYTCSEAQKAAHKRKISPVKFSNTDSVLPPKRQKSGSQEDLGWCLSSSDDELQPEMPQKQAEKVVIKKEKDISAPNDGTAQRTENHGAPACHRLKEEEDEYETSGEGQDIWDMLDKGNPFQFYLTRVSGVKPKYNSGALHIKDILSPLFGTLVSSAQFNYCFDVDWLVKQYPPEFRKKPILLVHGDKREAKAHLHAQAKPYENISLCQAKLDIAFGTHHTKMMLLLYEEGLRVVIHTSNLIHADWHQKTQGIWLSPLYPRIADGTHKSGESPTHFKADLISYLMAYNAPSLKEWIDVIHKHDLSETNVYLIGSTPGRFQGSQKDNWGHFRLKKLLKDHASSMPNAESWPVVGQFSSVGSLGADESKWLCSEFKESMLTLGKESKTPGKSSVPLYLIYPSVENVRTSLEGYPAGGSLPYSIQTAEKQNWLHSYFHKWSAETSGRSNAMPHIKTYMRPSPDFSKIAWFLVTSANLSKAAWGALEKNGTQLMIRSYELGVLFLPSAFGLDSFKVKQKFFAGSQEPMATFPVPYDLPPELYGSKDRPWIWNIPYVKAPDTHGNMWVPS
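Tdp1 1 nM final; 15 min RT w/ cpd; substrate 15 nM, 5 min; beads 10 ug/ml, 10 min; AlphaScreen read. Neg ctrl: no enzyme.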
N370S GC – inhibits or activates N370S mutant glucocerebrosidase. AID 2101. P04062. 330,000 tested, 0.092% active. N370S GC spleen homogenate, 4MU-glucoside fluorescence. Potency, µM (top dose mostly 59.4 µM), inactives show at the highest dose activity change, negative = inhibition, most hits filed as inhibitors;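 note: 0% = full enzyme activity and -100% = no enzyme basal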
FEN1 inhibitor – human FEN1 inhibition | P39748 | 390,000 tested, 0.35% active | Potency, µM (series often up to 114 µM), for the others: at the highest dose activity change, negative = inhibition, hits mostly inhibitors | Recombinant FEN1 flap cleavage, fluorescence, 15 min | AID 588795; note: nearly all actives have a fitted effect of over 65% in size
Target sequence (P39748 whole entry, looked up): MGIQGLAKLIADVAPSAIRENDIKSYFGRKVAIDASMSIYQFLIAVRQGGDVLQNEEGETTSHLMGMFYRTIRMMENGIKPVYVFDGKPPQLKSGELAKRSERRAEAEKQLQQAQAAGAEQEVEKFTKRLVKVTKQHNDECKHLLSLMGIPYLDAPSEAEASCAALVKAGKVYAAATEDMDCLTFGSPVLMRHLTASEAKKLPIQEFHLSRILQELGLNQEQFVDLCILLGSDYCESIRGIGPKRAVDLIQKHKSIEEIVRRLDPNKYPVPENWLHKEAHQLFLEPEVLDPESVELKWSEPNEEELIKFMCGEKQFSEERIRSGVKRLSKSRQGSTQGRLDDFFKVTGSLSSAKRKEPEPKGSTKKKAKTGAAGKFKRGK
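Potency values derive from four-parameter Hill fits of normalized qHTS data. The reaction used 10 nM FEN1 preincubated 15 min at room temperature with compound, then 50 nM DNA substrate, read at 0 and 15 min.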
* marks the source's active call; other numbers are inactive results; u = inconclusive; x = not tested or not shown; & = joins results of further samples; [ ] = another dose, or the depositor's remark. Calls come from the whole dose curve; as a rule, active = well fitted curve in the direction sought with a large enough effect; inconclusive = small, poorly fitted or top-dose-only effect, or another doubt; inactive = no such curve, though single readings can be large; an effect the other way counts as inactive or inconclusive. Unless noted, % is set by controls: 0 for no effect and ±100 for the full control effect; potency is the fitted concentration of half-maximal effect. No enrichment for hits (roughly 0.53% active in at least one column).

compound	FEN1 inhibitor	N370S GC	TDP1 inh
CC1(C)OC(=O)N(c2cccnc2)C1(C)O (stereo not given)	-4%	-9%	1%
CC1CCN(C(=O)/C(=C\c2ccccc2F)NC(=O)c2ccccc2)CC1	-3%	-28%	x
O=C(c1ccco1)N1CCN(C(=O)c2ccc(COc3ccc(F)cc3)o2)CC1	3%	-6%	2%
CSCCC(NS(=O)(=O)c1ccc(C)c(C(=O)O)c1)C(=O)O (stereo not given)	2%	12%	4%
Cc1ccc(S(=O)(=O)N2CCOCC2)cc1NC(=O)c1cc2c(s1)CCC2	-1%	x	6%
COc1ccc(CN2C(=O)CS/C2=N/N=C/c2cccs2)cc1	-4%	26%	1%
O=C1CCC(C(=O)N(Cc2cccs2)C2(C(=O)NC3CCCCC3)CCCCC2)N1 (stereo not given)	10%	19%	8%
CCC1(c2ccc(F)cc2)NC(=O)N(CC(=O)N2CCc3ccccc3C2)C1=O (stereo not given)	-4%	u	3%
CC(=O)Nc1ccc2nc(C)n(Cc3ccc(Cl)cc3)c(=O)c2c1	2%	6%	4%[56.1 µM]
CCN(C(=O)CSc1nccc(=O)[nH]1)C1CCCCC1	21%	x	-1%
O=C1CN(C(=O)/C=C/c2ccc(Br)cc2)CCN1	0%	6%	x
COC(=O)C(CCSC)NC(=O)C1CCN(c2ncnc3c2nc2n3CCCCC2)CC1 (stereo not given)	-17%	x	-4%
CCCCCC(=O)Nc1ccc(C(=O)CN2C(=O)NC3(CCCCCC3)C2=O)cc1	-1%	2%	-12%
CC(C)[C@H]1COCCS(=O)(=O)N1Cc1ccccc1-c1ccc(F)cc1	-13%	x	0%[56.1 µM]
c1coc(CNc2nc(-c3ccncc3)cs2)c1	-15%	12%	0%

compound	FEN1 inhibitor	N370S GC	TDP1 inh
Nc1ccccc1OCP(=O)(c1ccccc1)c1ccccc1	-1%	4%	2%
CC1(c2ccc(Cl)cc2)NC(=O)N(CC(=O)NC(=O)NCc2ccco2)C1=O (stereo not given)	-8%	2%	6%
CCCC(=O)N1CCN(c2nnc(-c3ccc(C)cc3)c3ccccc23)CC1	-10%	-10%	x
CCCN1C2CCCC1CC(NC(=O)c1ccc(OC)cc1)C2 (stereo not given)	-17%	-3%	x
CCOc1ccc2c(c1)C(NC(C)=O)C(=O)N2CCN1CCOCC1 (stereo not given)	40µM*	-2%	x
COc1cc(OC)c2c(-c3ccccc3)cc(=O)oc2c1C(CCN1CCCCC1)c1ccc(N(C)C)cc1 (stereo not given)	-7%&-10%	-24%&-30%	25%&8%
CCOc1ccc(Br)cc1S(=O)(=O)Nc1cccnc1	-4%	-12%	x
C#Cc1ccc([C@H]2C=C(C(=O)N3CCN(Cc4ccc5c(c4)OCO5)CC3)O[C@@H](OCC)[C@@H]2CCCO)cc1	7%	3%	1%
O=C(N/N=C/c1ccc([N+](=O)[O-])o1)c1ccc(O)cc1	-3%	2%	-2%
S=c1[nH]nc(COc2ccccc2)n1/N=C/C(Cl)=C/c1ccccc1	4%	20%	13%
C=CCc1ccc(OCCCCCN2CCOCC2)c(OC)c1	-2%	4%	1%
Cc1ccc(S(=O)(=O)NCC(=O)OCC(=O)N2CCc3ccccc32)cc1	-7%	9%	4%
N/C(=N\OC(=O)COc1ccccc1)c1ccc(Cl)cc1	1%	16%	-1%
Cc1ccc2cc(/C=N/NC(=O)c3ccccc3O)c(Cl)nc2c1	-16%	5%	-3%
O=C(NCc1ccc(F)cc1)c1cc(S(=O)(=O)N2CCCCC2)c[nH]1	-5%	0%	x

Among those listed so far, 3 have two or more sulfur atoms.
compound	FEN1 inhibitor	N370S GC	TDP1 inh
CSCCC(NS(=O)(=O)c1ccc(C)c(C(=O)O)c1)C(=O)O (stereo not given)	2%	12%	4%
Cc1ccc(S(=O)(=O)N2CCOCC2)cc1NC(=O)c1cc2c(s1)CCC2	-1%	x	6%
COc1ccc(CN2C(=O)CS/C2=N/N=C/c2cccs2)cc1	-4%	26%	1%

Back to the main list with the two entries that preceded the break.
compound	FEN1 inhibitor	N370S GC	TDP1 inh
Cc1ccc2cc(/C=N/NC(=O)c3ccccc3O)c(Cl)nc2c1	-16%	5%	-3%
O=C(NCc1ccc(F)cc1)c1cc(S(=O)(=O)N2CCCCC2)c[nH]1	-5%	0%	x
Cc1cc(C)c(Cn2c(C)c(CNCc3ccccc3C)c(C(=O)O)c2C)c(C)c1	5%	x	10%
CCc1c(C)sc2c1CCN(Cc1ccccc1)C2c1ccccc1 (stereo not given)	7%	x	-1%
CN(CC(=O)NCc1ccccc1)Cc1cccc(F)c1	3%	2%	x
Cc1ccc(NC(=S)Nc2ccccn2)cc1C	-18%	18%	1%
COc1ccc(Nc2nc(N)nc(CSC(=S)N3CCC(C)CC3)n2)cc1	-17%	8%	-4%
O=C(CCc1nnc(CCCc2ccccc2)o1)NCCc1ccccc1	0%	0%	3%
CCC(=O)N1CCc2cc(S(=O)(=O)NC(CC(C)C)C(=O)N3CCc4ccccc43)ccc21 (stereo not given)	0%	0%	0%
Cc1nc(C(=O)Nc2ccc(Cl)cc2)nn1-c1ccc([N+](=O)[O-])cc1	3%	6%	8%
Cc1ccc(-c2csc(N3CCN(c4ccc5nc(-c6ccncc6)n(CCN6CCCCC6)c5c4)CC3)n2)cc1	2%	-15%	x
CC(C)NC(=O)c1ccc(-n2c(-c3ccccc3)cc3c2CCCC3)cc1	7%	x	3%
O=C(Nc1ccc(NC(=O)c2ccco2)c(Cl)c1)c1cccc([N+](=O)[O-])c1	1%	-3%	-3%
COc1ccc(CCNc2ccncn2)cc1OC	1%	-6%	7%
CS(=O)(=O)N(CC(=O)N/N=C/c1ccco1)c1ccccc1Br	7%	-11%	3%
CC(=O)Nc1ccc(N2CCN(C(=O)c3cccs3)CC2)cc1	-2%	4%	0%
CC(Sc1nncn1C)C(=O)Nc1ccc2ccccc2c1 (stereo not given)	13%	8%	-2%

compound	FEN1 inhibitor	N370S GC	TDP1 inh
O=[N+]([O-])c1ccc(OCC2CC(c3ccccc3)=NO2)cc1 (stereo not given)	-4%	0%	3%
Cc1csc(SCCN2C(=O)c3ccccc3C2=O)n1	8%	10%	-2%
O=C(O)C1CC(=O)n2c(nc3ccccc32)S1 (stereo not given)	0%	8%	2%
O=S(=O)(c1ccc(NC(=S)N/N=C/c2ccc(Oc3ccccc3)cc2)cc1)N1CCOCC1	-14%	-22%	8%
CNC(=O)c1cccc2nc3ccccc3nc12	-26%	13%	1%
CCOC(=O)CNC(=O)c1sc2nc(C)cc(C)c2c1N	1%	5%	5%
O=C(c1ccc(-n2cnnn2)cc1)N1CCCCC1	-3%	-2%	1%
O=C(O)c1cccnc1SCc1cccc(Cl)c1	-12%&0%	7%	-1%&8%
CN1CCN(C(c2cccc(C(F)(F)F)c2)c2nnnn2Cc2ccccc2)CC1 (stereo not given)	11%	0%	5%
COc1cc2c(cc1NC(=S)Nc1ccccc1C)oc1ccccc12	-1%	25%	12%
Cc1sc2ncnc(SCC(=O)c3ccc(O)cc3O)c2c1C	-3%	-2%	x
O=C(NCC1CCCO1)/C(=C\c1ccc(Cl)cc1)NC(=O)c1ccccc1 (stereo not given)	10%	4%	1%
O=C(CCC1N=C2c3ccccc3N=C(SCC(=O)NCCc3ccccc3)N2C1=O)NCc1ccc(F)cc1 (stereo not given)	-26%	x	6%
N/C(=N\N=C\c1cccs1)SC1CC(=O)N(c2cccc([N+](=O)[O-])c2)C1=O (stereo not given)	0%	-4%	2%
O=C(CSc1nc2ccccc2[nH]1)c1cccs1	0%	12%	3%

compound	FEN1 inhibitor	N370S GC	TDP1 inh
Cc1cccc(NC(=S)NCc2ccncc2)c1C	6%	-4%	0%
COC(=O)c1ccc(C(=O)OC)c(NC(=O)CCS(=O)(=O)Cc2ccccc2)c1	16%	0%	0%
CCOC(=O)c1ccccc1NS(=O)(=O)c1cnn(CC)c1C	5%	-6%	-1%
O=[N+]([O-])c1ccc(O)c(C=Nc2ccc3c(c2)OCCO3)c1	1%	5%	-8%
O=C(O)C1CCN(c2ccccc2[N+](=O)[O-])CC1	-2%	-4%	-3%
O=C(CCCn1c(=O)c2cccn2c2cccnc21)Nc1ccccc1Br	-5%	x	3%
O=C(NCCC(NS(=O)(=O)OCC(Cl)(Cl)Cl)c1ccccc1)C(F)(F)F (stereo not given)	14%	1%	x
COC(=O)CNC(=O)c1ccccc1F	7%	3%	-3%
CNC(=O)NNC(=O)c1nc(-c2ccccc2)c(C)o1	-3%	2%	3%
Cc1cc(O)c(C(C)C)cc1N=Nc1ccccc1C(=O)O	-22%	-3%	7%
O=C(CCc1nc(-c2ccccc2)no1)Nc1cccnc1	3%	5%	4%
CC(=O)NC(c1ccc(C)cc1)c1cc([N+](=O)[O-])c2cccnc2c1O (stereo not given)	-16%	-25%	12%
CSc1nc(N2CCOCC2)c2c3c(sc2n1)CCC3	-3%	23%	-1%
O=C(Nc1nnc2n1CCS2)c1ccc(Br)o1	-13%	-7%	1%
CC1CCC2(OC1)OC1CC3C4CCC5CC(O)CCC5(C)C4=CCC3(C)C1C2C (stereo not given)	x	-19%	7%

A draw from above in order of molecular weight, highest first.
compound	FEN1 inhibitor	N370S GC	TDP1 inh
O=C(CCCn1c(=O)c2cccn2c2cccnc21)Nc1ccccc1Br	-5%	x	3%
O=C(Nc1nnc2n1CCS2)c1ccc(Br)o1	-13%	-7%	1%
Cc1cc(O)c(C(C)C)cc1N=Nc1ccccc1C(=O)O	-22%	-3%	7%
COC(=O)CNC(=O)c1ccccc1F	7%	3%	-3%

Carrying on.
compound	FEN1 inhibitor	N370S GC	TDP1 inh
CCOc1ccc(S(=O)(=O)Nc2ccc(-c3ccc(N4CCCC4)nn3)cc2)cc1	23%	x	3%
Nc1nnc2c(n1)CCCC2	-17%	-5%	u
COc1cccc(CN2CCc3nc(N4CCN(C)CC4)ncc3C2)c1	-2%	x	-1%
Cc1ccc(/C=C/c2nnc(-c3cccs3)o2)cc1	-1%	11%	-5%
COc1ccc2c(c1OC)C(=O)OC2Nc1ccccc1S(=O)(=O)C(F)F (stereo not given)	-4%	10%	-2%
Cc1c(Cl)cccc1NC(=O)c1cccnc1	-12%	5%	1%
CCOC(=O)C1CCCN(S(=O)(=O)CCNC(=O)c2ccc3c(c2)OCO3)C1 (stereo not given)	-2%	1%	7%
CCCn1c(=O)c(C(=O)NNC(=O)c2ccc(Cl)cc2Cl)c(O)c2ccccc21	-1%	0%	2%
COc1cccc(-c2nc(CS(=O)CC(=O)NC3CCCCC3)c(C)o2)c1 (stereo not given)	15%	23%	x
COc1ccc(C2/C=C\CN(Cc3ccccc3)C(C)C(=O)N2Cc2ccc(F)cc2)cc1 (stereo not given)	-27%	-5%	5%
CN1CCc2cc(NC(=O)Nc3cccnc3)ccc21	x	-9%	14%[56.1 µM]
COc1ccc(C(OCC2CO2)c2ccc(OC)cc2)cc1 (stereo not given)	x	5%	0%
CCOC(=O)N1CCC(NC(=S)Nc2ccc3nc(N4CCN(CC)CC4)cc(C)c3c2)CC1	1%	-5%	-1%
COc1cccc(NC(=O)Nc2ccc(C(C)(C)C)cc2)c1	-2%	7%	5%
CCOCCc1nnc(NC(=O)C(=O)c2cc(C)n(-c3ccc(Cl)cc3)c2C)s1	-7%	x	9%

compound	FEN1 inhibitor	N370S GC	TDP1 inh
CC(CCc1ccccc1)NC(=O)CCc1cn(C)c2ccccc12 (stereo not given)	1%	-3%	x
CN(C)c1oc(/C=C/c2ccc(F)cc2)nc1C#N	-4%	x	5%
Cc1[nH]c(C)c(S(=O)(=O)N2CCN(c3cccc(C(F)(F)F)c3)CC2)c1C(=O)N1CCCCC1	22%	-3%	9%
CC(C(=O)Nc1ccccn1)N1C(=O)C2C3C=CC(C3)C2C1=O (stereo not given)	-14%	-11%	1%
Clc1ccccc1CSc1nncn2c1cc1occc12	-8%	x	3%
CCc1ccc(NC(=O)CN(C)S(=O)(=O)c2ccc3[nH]c(=O)oc3c2)cc1	7%	-2%	3%
Cc1nnsc1-c1c(C(=O)O)c(C)nn1-c1ccc(OC(F)(F)F)cc1	-8%	12%	-8%

Retrieved by compound from the list above:
compound	FEN1 inhibitor	N370S GC	TDP1 inh
Clc1ccccc1CSc1nncn2c1cc1occc12	-8%	x	3%
CC(CCc1ccccc1)NC(=O)CCc1cn(C)c2ccccc12 (stereo not given)	1%	-3%	x
